ERAP1 inh: human ERAP1 aminopeptidase inhibitors, primary screen, biochemical, single point, plate reader | Endoplasmic reticulum aminopeptidase 1 (Homo sapiens), Q9NZ08 | recombinant ERAP1, Leu-AMC fluorescence, 60 min | inhibition, % at 10.7 µM | 340,000 tested, 0.15% active;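 active = mean replicate inhibition of at least 30%, or all replicates individually reaching that 30% level; inactive = mean below 30% and not every replicate reaching it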;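 also: 0% = neutral control wells and 100% = L-leucinethiol positive control wells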
Target sequence (Q9NZ08 whole entry, looked up): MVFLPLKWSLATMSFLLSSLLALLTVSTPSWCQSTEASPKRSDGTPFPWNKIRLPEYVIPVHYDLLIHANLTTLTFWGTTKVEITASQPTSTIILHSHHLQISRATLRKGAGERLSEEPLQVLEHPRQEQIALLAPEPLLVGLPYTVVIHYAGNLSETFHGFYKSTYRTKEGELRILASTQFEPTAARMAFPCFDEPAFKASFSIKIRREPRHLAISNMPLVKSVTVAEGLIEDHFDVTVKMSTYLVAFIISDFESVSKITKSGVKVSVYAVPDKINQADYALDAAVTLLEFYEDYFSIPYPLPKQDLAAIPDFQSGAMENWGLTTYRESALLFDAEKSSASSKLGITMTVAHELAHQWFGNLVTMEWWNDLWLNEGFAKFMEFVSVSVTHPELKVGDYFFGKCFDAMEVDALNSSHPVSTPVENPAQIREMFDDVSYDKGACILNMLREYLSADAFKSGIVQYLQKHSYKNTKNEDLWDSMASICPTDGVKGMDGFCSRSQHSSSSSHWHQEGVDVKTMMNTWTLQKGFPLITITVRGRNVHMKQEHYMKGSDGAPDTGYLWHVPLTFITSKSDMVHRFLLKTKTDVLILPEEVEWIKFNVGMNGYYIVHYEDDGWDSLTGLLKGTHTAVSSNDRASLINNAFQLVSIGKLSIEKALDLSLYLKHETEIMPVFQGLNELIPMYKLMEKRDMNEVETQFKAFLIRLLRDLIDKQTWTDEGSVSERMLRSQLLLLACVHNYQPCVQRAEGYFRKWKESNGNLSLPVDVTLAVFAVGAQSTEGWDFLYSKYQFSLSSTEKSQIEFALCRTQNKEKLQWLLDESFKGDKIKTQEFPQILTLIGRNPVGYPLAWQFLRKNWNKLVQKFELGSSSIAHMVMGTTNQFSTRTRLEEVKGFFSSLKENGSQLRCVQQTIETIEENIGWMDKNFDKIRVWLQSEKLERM
PglD inh: C. jejuni PglD acetyltransferase inhibitors, primary screen, biochemical, DTNB colorimetric, single point. purified PglD enzyme, DTNB colorimetric CoA detection. inhibition, % at 12.5 µM. 360,000 tested, 0.098% active. AID 602405, 2012; in the data active = inhibition above about 16%, passing the limit was not always enough; also: strong numbers were not always called active
FN deposition inh: inhibitors of fibronectin matrix deposition, primary screen, AH1F cells, Alexa488-fibronectin fluorescence, plate reader | inhibition, % at 12.6 µM | 350,000 tested, 0.086% active | AH1F fibroblasts, overnight;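 active = mean inhibition across replicates of 30% or more, regardless of how many single replicates reach that level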;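 also: positive control wells lacked labelled fibronectin entirely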
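Assay system: AH1F fibroblasts assembling fluorescent fibronectin matrix; Amount: 10000 AH1F cells per well; Buffer or medium: DMEM, 2% serum; Probe or stimulus: Alexa488-fibronectin, 24 nM final in well; Doses: single compound dose, delivered by pin transfer; Incubation: 1 h adhesion, overnight exposure; Measured by: fluorescence 485/525 nm; Read-out: fibronectin deposition inhibition.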
PAX8 reporter: inhibitors of PAX8-driven TPO luciferase reporter, primary screen, RMG-I cells, single concentration; 360,000 tested, 1.2% active; AID 652154, 2013; SteadyGlo, 24 h; inhibition, % at 12.6 µM;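 active = mean replicate inhibition at least 60% with every replicate also reaching 60%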;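 also: luciferase light reporting Pax8 driven TPO promoter activity; plate controls were median of neutral control wells for no effect and mitoxantrone controls for full effect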
EWS-Fli inh: EWS/Fli-driven NR0B1 reporter inhibitors, primary screen, A673 cells, NR0B1 luciferase, luminescence, MLPCN library; inhibition, % at 12.6 µM; AID 651661, 2012; viability-normalised; 350,000 tested, 0.67% active;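 active = mean inhibition of at least 50% after viability correction, with every replicate also passing that limit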;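 also: firefly luciferase signal divided by Alamar Blue viability fluorescence both relative to DMSO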
LGR2 antag: inhibitors of bursicon-induced LGR2 CRE-luciferase signal, primary screen, cell-based, HEK293, CRE-luciferase reporter, bursicon stimulation. Drosophila bursicon receptor LGR2 (rickets). bursicon-stimulated, 4 h. inhibition, % at 9.99 µM. 380,000 tested, 0.35% active;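 active = drop in luminescence signal, shown as inhibition above about 50% in the replicate tests, limit read from the data, passing the limit was not always enough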;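 also: agonist challenge used bursicon conditioned medium at about half maximal strength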
PGC1a acetyl inh: inhibitors of PGC1a acetylation signal, primary screen, cell-based, U2OS, AlphaScreen, inhibitor mode; AlphaScreen anti-acetyl-lysine; with virally co-expressed GCN5 acetyltransferase; inhibition, % at 15.6 µM; 350,000 tested, 0.17% active; AID 651687, 2012;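 active = every replicate shows inhibition of at least 40%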;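 also: 0% = neutral control wells and 100% = positive control wells; some results beyond the cut were filed as inactive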
S100A4 inh HTS: inhibitors of S100A4-myosin IIA peptide binding, primary screen, biochemical, fluorescence polarization, TAMRA-MyoIIA peptide; Protein S100-A4 (Homo sapiens), P26447; inhibition, % at 10.7 µM; 360,000 tested, 0.14% active;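 active = mean inhibition of at least 70% across replicates, with every replicate also reaching that level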
Target sequence (P26447 whole entry, looked up): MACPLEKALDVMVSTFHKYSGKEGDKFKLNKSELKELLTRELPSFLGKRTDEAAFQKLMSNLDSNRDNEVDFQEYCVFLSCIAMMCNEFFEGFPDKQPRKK
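Test system – S100A4 monomer (human) · Compound – single-point compound testing · Schedule – 5 min incubation before reading · Probe or stimulus – TAMRA-labelled myosin IIA heavy-chain peptide probe, 5 nM · Benchmarks – neutral control DMSO, positive control TFP · Medium – Calcium-containing HEPES buffer, pH 7.2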
An asterisk follows results filed as active; x = not tested or not shown.

SMILES	ERAP1 inh	PglD inh	FN deposition inh	PAX8 reporter	EWS-Fli inh	LGR2 antag	PGC1a acetyl inh	S100A4 inh HTS
COc1ccccc1-n1cc(C(=O)NCC(=O)NCc2ccc(F)cc2)c2ccccc2c1=O	1	x	x	11	3	-3	5	3
CN(C(=O)c1cccc(NC(=O)Cc2ccc(NC(=O)C3CCCN(C(=O)c4ccccc4)C3)cc2)c1)C1CCC1 (stereo not given)	2	-5	-4	10	-3	-13	-7	-1
CO[C@@H]1CN(C)C(=O)c2ccc(NC(=O)C3CCCC3)cc2OC[C@@H](C)N(C(=O)CC2CC2)C[C@H]1C	2	2	12	-3	-3	-5	5	-15
Cc1ccc(OC(=O)c2cccnc2)cc1	-1	2	-2	-13	3	-4	-2	-3
O=C(COC(=O)/C=C/c1ccc(C(F)(F)F)cc1)NCc1ccco1	-3	4	-5	x	1	10	x	0
COc1ccc([C@H]2C[C@@H](O)C[C@@H](CCn3cc(-c4ccccc4)nn3)O2)cc1	x	x	1	18	1	2	x	25
CCOC(=O)c1cnc2c(C(F)(F)F)cccc2c1N1CCN(C)CC1	-7	x	-4	9	2	3	x	1
O=C(c1noc2c1CCCC2)N1CCOCC1	10	-1	x	x	4	2	6	6
CCC(C)C(NC(=O)CCC(=O)OCC(=O)[C@@]1(O)CCC2[C@@H]3CCC4=CC(=O)C=C[C@]4(C)C3[C@@H](O)C[C@@]21C)C(=O)O (stereo not given in full)	3	-9	1	17	3	6	-4	2
Cc1ccc([C@H]2C[C@@H](n3cc(C4CC4)nn3)[C@H](O)CN2CC2CCCCC2)cc1	x	-3	-1	9	17	5	-5	-2
COc1ccc(-c2ccc([C@H]3[C@H]4CNCC(=O)N4[C@H]3CO)cc2)cc1	-2	x	x	x	-10	9	1	-15
C[C@H]1COc2cccc(N3CCC[C@@H]3CO)c2S(=O)(=O)N1	x	x	0	0	-5	-9	x	-3
COC(=O)CC(NC(=S)NC(=O)c1ccccc1)c1ccc(Br)cc1 (stereo not given)	2	-4	-3	9	9	1	1	-1
O=C(CNc1ccccc1C(=O)O)c1ccccc1	1	-15	1	-30	-33	-17	x	-6
O=C(C[C@H]1C[C@H]2c3cc(NC(=O)C4CCC4)ccc3O[C@H]2[C@H](CO)O1)NCc1ccccc1F	1	-1	-8	2	-1	-4	8	13
CC(N)(C(=O)O)c1cccc(OCc2cccc(Cl)c2)c1 (stereo not given)	0	x	-5	-22	7	9	-9	5
O=C(CN1C(=O)NC2(CCCCC2)C1=O)NCc1cccs1	2	x	2	33	-5	-8	-3	0
CCCNC(=O)[C@@H]1[C@@H](CO)[C@@H]2Cn3c(ccc(/C=C/c4ccccc4)c3=O)[C@@H]2N1CC	0	2	x	x	0	9	x	10
COc1ccc(CNC(=S)Nc2ccc(Br)cc2)cc1	-3	-3	-11	-25	0	5	6	-1
CCOC(=O)c1csc(-c2csc(CCNC(=O)c3ccccc3)n2)n1	-1	-1	-1	-7	-5	-1	-1	17

The final 2 entries of the section before open the next one.
SMILES	ERAP1 inh	PglD inh	FN deposition inh	PAX8 reporter	EWS-Fli inh	LGR2 antag	PGC1a acetyl inh	S100A4 inh HTS
COc1ccc(CNC(=S)Nc2ccc(Br)cc2)cc1	-3	-3	-11	-25	0	5	6	-1
CCOC(=O)c1csc(-c2csc(CCNC(=O)c3ccccc3)n2)n1	-1	-1	-1	-7	-5	-1	-1	17
N#CC1(NC(=O)CSc2nc3ccccc3s2)CCCCC1	2	-2	-4	-19	-4	14	6	-1
O=C(CCN1CCCCC1)NCC[C@H]1CC[C@H](NC(=O)Nc2ccc(Cl)cc2)[C@@H](CO)O1	-1	-3	12	0	-3	6	-2	-9
CCOC(=O)C1=CN(Cc2ccco2)S(=O)(=O)NC1c1ccc(C(F)(F)F)cc1 (stereo not given)	-1	0	-5	13	5	0	-1	-7
CC(C)CNC(=O)c1c(N)n(/N=C/c2ccccn2)c2nc3ccccc3nc12	x	-4	9	-8	x	x	0	x
COc1cc(OC)c(C(=O)Nc2ccc(C(=O)c3ccccc3)cc2)cc1OC	1	3	-6	-1	-2	25	-12	-1
Fc1ccc(-n2nnc(-c3cccnc3Cl)n2)cc1	-1	6	6	-154	-82	-12	0	-4
C#CCOc1c(Cl)cc(/C=N/O)cc1OC	0	x	9	-12	-2	-7	x	8
CC(C)(C)OC(=O)C(C(=O)OC(C)(C)C)c1ccc(Cl)nn1	0	-3	x	-10	1	-1	12	18
O=C(COc1ccccc1F)Nc1ccc(S(=O)(=O)Nc2nccs2)cc1	2	4	1	-17	2	3	x	4
CCOC(=O)C1=CN(Cc2cccc(F)c2)S(=O)(=O)NC1c1ccc(F)c(Cl)c1 (stereo not given)	0	x	-3	8	-1	2	0	-1
COc1ccccc1N1C(=O)C2C(C(=O)c3ccccc3)=NN(c3ccccc3OC)C2C1=O (stereo not given)	2	x	5	3	8	7	1	-4
CCOCCCNC(=O)c1cn(C)c2ccc(S(=O)(=O)N3CCCCC3)cc2c1=O	4	1	-23	5	x	4	11	6
C[C@H]1CN([C@@H](C)CO)C(=O)c2cc(NS(=O)(=O)c3ccccc3)ccc2O[C@@H]1CN(C)S(=O)(=O)c1cn(C)cn1	-1	4	x	12	-5	-16	10	-3
COc1ccc(C2CC(=O)c3cc(OC)c(OC)cc32)cc1OC (stereo not given)	0	-5	8	-11	2	3	4	-2
CCC(C)(C)C(=O)Nc1cc([N+](=O)[O-])ccc1Cl	-10	x	20	-4	18	x	x	-7
CCC(C)NC(=O)CSc1n[nH]c(=O)n1CCc1ccccc1 (stereo not given)	6	-3	2	-2	3	-3	x	3
Cc1ccc(S(=O)(=O)NC(C)(C)CN2CCCCC2)cc1	3	-3	15	10	-1	x	2	-18
CC(C)NC(=O)Nc1ccc2c(c1)CC(=O)N([C@H](C)CO)C[C@@H](C)[C@@H](CN(C)Cc1ccc(C(F)(F)F)cc1)O2	-1	0	x	2	3	13	-7	-18
CCN1CCN(Cc2c3ccccc3cc3ccccc23)CC1	0	3	0	8	-36	x	6	0
Cc1ccc(CN=Cc2[nH]c3ccc(Br)c(Cl)c3c2O)cc1	2	x	x	x	43	-4	x	5
Cn1c(CN2CCOCC2)nnc1SCC(=O)Nc1ccc2c(c1)OCCO2	x	9	-5	x	x	14	-3	x
O=C(Nc1cccnc1)c1sc2cccc(F)c2c1Cl	-1	-1	4	-125	-40	-31	6	2
CSCCC(NC(=O)c1ccccc1)C(=O)NNC(=O)c1ccccc1 (stereo not given)	0	2	-11	15	-12	12	x	0
O=C(C[C@H]1C[C@@H]2c3cc(NC(=O)NC4CCCC4)ccc3O[C@@H]2[C@@H](CO)O1)NC1CCCCC1	0	0	-13	0	1	18	2	9
COc1ccc(NC(=O)c2oc3ccccc3c2C)cn1	1	4	-3	-102	x	-33	x	-5
FC(F)(F)c1nnc2ccc(N3CCCCC3)nn12	3	1	1	0	2	-2	2	-2
C=CCSc1nc2sc(C)c(C)c2c(=O)[nH]1	x	-1	-3	3	-1	-18	0	2
COc1cccc(C(=O)N[C@@H](Cc2cccnc2)C(=O)N2CCC[C@H]2C(=O)NCc2ccccc2)c1	1	x	-1	3	-7	-9	x	-3
CC(C)(C)NC(=S)N/N=C/c1c(Cl)cccc1Cl	2	x	-2	-21	7	-10	-6	-3
COc1ccc(OC)c(NC(=O)COC(=O)c2ccc(OC)c(S(=O)(=O)N3CCCC3)c2)c1	-3	2	-4	5	1	9	-5	-6
COc1ccccc1-c1ccc2n(c1=O)C[C@@H]1[C@@H](CO)[C@H](C(=O)N(C)C)N(C(=O)c3cccnc3)[C@H]21	0	1	x	x	-5	3	x	15
O=C(c1cc(C2CC2)on1)N1CCOCC1	3	-3	14	3	7	-2	14	-4
CC12CCC(=O)N1C(C(=O)NNC(=O)c1cccc(Cl)c1)CS2 (stereo not given)	-1	7	-3	-17	-4	9	x	1
CC(C)CC#Cc1ccc([C@@H]2[C@H](CO)N3CCCCN(C(=O)Nc4ccccc4)C[C@@H]23)cc1	-2	-1	-3	39	5	-4	-17	-47
O=C(CC1CC1)Nc1ccc2c(c1)[C@@H]1C[C@H](CC(=O)N3CCOCC3)O[C@@H](CO)[C@@H]1O2	x	4	-1	-8	3	-10	13	x
COc1ccc(S(=O)(=O)N(C)C[C@@H]2Oc3ccc(NC(=O)Cn4cnnn4)cc3C(=O)N([C@@H](C)CO)C[C@H]2C)cc1	-1	0	-2	x	13	0	4	-6
CN(C[C@H]1[C@H](c2ccccc2)[C@@H](CO)N1CC1CC1)C(=O)c1ccc(F)cc1	3	0	-18	10	1	19	0	-2
OC(c1cccc(Cl)c1)c1nc(-c2csc3ccccc23)cs1 (stereo not given)	8	-2	1	11	-3	-4	-7	3
CC(C)OP(=O)(c1ccc(N(C)C)cc1)C(O)c1cccnc1 (stereo not given)	3	x	-2	25	-11	-9	4	1
CCN1C(=O)C2(C(C#N)=C(N)Oc3n[nH]c(-c4ccccc4)c32)c2ccccc21 (stereo not given)	2	-3	6	3	x	7	0	0

Two compounds drawn at random from those above:
SMILES	ERAP1 inh	PglD inh	FN deposition inh	PAX8 reporter	EWS-Fli inh	LGR2 antag	PGC1a acetyl inh	S100A4 inh HTS
CC(C)OP(=O)(c1ccc(N(C)C)cc1)C(O)c1cccnc1 (stereo not given)	3	x	-2	25	-11	-9	4	1
COc1ccc(S(=O)(=O)N(C)C[C@@H]2Oc3ccc(NC(=O)Cn4cnnn4)cc3C(=O)N([C@@H](C)CO)C[C@H]2C)cc1	-1	0	-2	x	13	0	4	-6

The list goes on:
SMILES	ERAP1 inh	PglD inh	FN deposition inh	PAX8 reporter	EWS-Fli inh	LGR2 antag	PGC1a acetyl inh	S100A4 inh HTS
C[C@@H]1CCCCO[C@H](CN(C)C(=O)c2ccccc2)[C@H](C)CN([C@@H](C)CO)C(=O)c2cc(NC(=O)CCCCCC(=O)Nc3ccccc3N)ccc2O1	-1	2	-12	1	-14	18	2	1
Cc1ccc(S(=O)(=O)N(C)C[C@@H]2Oc3ncc(C#Cc4ccccc4)cc3C(=O)N([C@H](C)CO)C[C@@H]2C)cc1	-1	1	4	x	9	13	-11	6
Cc1noc(C)c1NC(=O)N(C)C[C@@H]1Oc2ncc(C#Cc3ccccc3)cc2C(=O)N([C@H](C)CO)C[C@@H]1C	3	1	11	x	-19	8	1	-31
Cc1ccc(NC(=O)NCC2CCN(Cc3cccc(Cl)c3)CC2)c(Cl)c1	2	6	3	0	-7	7	-4	3
O=C(c1ccc(F)cc1)C1CCN(C(=O)Nc2ccc(F)cc2F)CC1	-1	3	-6	-1	-5	9	x	-2
C[C@H]1CN([C@@H](C)CO)C(=O)c2cc(-c3ccccc3F)cnc2O[C@H]1CN(C)C(=O)C1CCC1	3	2	x	x	-8	11	4	-16

One compound at a time, as listed above:
C[C@H]1CN([C@@H](C)CO)C(=O)c2cc(-c3ccccc3F)cnc2O[C@H]1CN(C)C(=O)C1CCC1 is entered as ERAP1 inh = 3; PglD inh = 2; FN deposition inh = x; PAX8 reporter = x; EWS-Fli inh = -8; LGR2 antag = 11; PGC1a acetyl inh = 4; S100A4 inh HTS = -16
Cc1ccc(NC(=O)NCC2CCN(Cc3cccc(Cl)c3)CC2)c(Cl)c1 is entered as ERAP1 inh = 2; PglD inh = 6; FN deposition inh = 3; PAX8 reporter = 0; EWS-Fli inh = -7; LGR2 antag = 7; PGC1a acetyl inh = -4; S100A4 inh HTS = 3

From PubChem BioAssay

Compounds as they come (roughly 2.1% active in at least one column).
